PAFAH2 FP inh = PAFAH2 enzyme inhibitors, primary screen, biochemical, fluorescence polarization, human; Platelet-activating factor acetylhydrolase 2, cytoplasmic (Homo sapiens), Q99487; recombinant PAFAH2, FP-rhodamine activity probe; inhibition, % at 3.39 µM; 340,000 compounds, 0.99% hits; AID 492956, 2010;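 active = inhibition above the mean over all tested compounds plus 3 SD, cut at about 30% in these data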;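 also: inhibitors block probe labeling of enzyme so polarization drops; 0% = enzyme with DMSO and 100% = wells lacking PAFAH2 protein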
PAFAH1B3 FP inh = PAFAH1B3 enzyme inhibitors, primary screen, biochemical, fluorescence polarization, human. Platelet-activating factor acetylhydrolase IB subunit alpha1 (Homo sapiens), Q15102. recombinant PAFAH1B3, FP-rhodamine probe. inhibition, % at 3.39 µM. 340,000 compounds, 0.28% hits. AID 492972, 2010;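 active = inhibition above the screen-wide average of all tested compounds plus 3 SD, cut at about 25% in these data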;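 also: 0% = enzyme with DMSO only and 100% = wells lacking PAFAH1B3 protein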
Target sequence (Q15102 whole entry, looked up): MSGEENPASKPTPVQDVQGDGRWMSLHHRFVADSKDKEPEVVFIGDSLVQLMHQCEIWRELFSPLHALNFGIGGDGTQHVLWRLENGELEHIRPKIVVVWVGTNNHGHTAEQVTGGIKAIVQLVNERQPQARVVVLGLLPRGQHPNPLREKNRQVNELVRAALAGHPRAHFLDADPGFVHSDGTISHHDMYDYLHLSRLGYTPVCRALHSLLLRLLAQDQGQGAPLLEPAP
Starred values were filed as active, the others as inactive.

SMILES	PAFAH2 FP inh	PAFAH1B3 FP inh
Cc1c(N=C2C=CC(=O)c3ccccc32)c(=O)n(-c2ccccc2)n1C	19	47*
CCCc1cc(=O)n2[nH]cc(-c3ccc(Cl)cc3)c2n1	15	12
COc1cc(Nc2nc3c(N)cc(C(F)(F)F)cc3nc2-c2ccccc2)cc(OC)c1OC	-4	10
O=C1Nc2c(Cl)cc(Cl)cc2C1=O	13	43*
CN1C(=O)c2ccccc2N(C)C1c1ccc(F)cc1 (configuration not stated)	-5	3
CC(C)C[C@@H](CN)NC(=O)c1nc[nH]c1C(=O)N[C@@H](Cc1c[nH]c2ccccc12)C(=O)CNC[C@H](C)NC(=O)c1nc[nH]c1C(=O)N[C@@H](CC(=O)O)C(=O)O	2	6
CCOc1ccc(NC(=O)CN2CCN(CC(=O)Nc3ccc(N(C)C)cc3)CC2)cc1	5	4
Cc1ccc(-n2cnc3c(=O)[nH]cnc32)cc1[N+](=O)[O-]	1	1
CCCn1c(=NC(=O)c2ccncc2)c(C#N)cc2c(=O)n3cccc(C)c3nc21	-2	1
COc1ccc(C(=O)/C=C2\C(=O)Nc3ccc(Br)cc32)cc1	0	8
CC(=O)Nc1ccc(S(=O)(=O)NCC2(N3CCOCC3)CCCCC2)cc1	-3	7
CN(C(=O)c1cccc(NC(=O)Cc2ccc(NC(=O)C3CCN(C(=O)C4CCCC4)CC3)cc2)c1)C1CC1	-2	0
CC(=O)Nc1ccc2c(c1)C(=O)c1cccc(C(=O)O)c1-2	6	5
O=S(=O)(NCCc1c[nH]c2ccccc12)c1ccc(F)cc1	5	2
O=C(COC(=O)c1cc(=O)c2ccccc2o1)Nc1c(F)c(F)c(F)c(F)c1F	0	10
N#Cc1ccc(N)cc1OCCCN1CCCCC1	-1	2
Cc1ccc(-n2nc(-c3ccco3)cc2C(=O)O)c(C)c1	20	5
NC1=NN(c2ccccc2)C(=O)C1	1	6
Cc1cccc(/C(N)=N/OC(=O)c2ccncc2)c1	1	-3
CC(=O)N(Cc1ccccc1)C1CC(=O)N(Cc2ccccc2)C1=O (configuration not stated)	-3	-2
Cc1ccc(N(C(=O)c2snc(C(N)=O)c2N)C(C(=O)NCC2CCCO2)c2ccc3ncccc3c2)cc1 (configuration not stated)	4	1
CCOc1cccc(C(=O)Nc2cc(C)ccc2NC(=O)c2ccco2)c1	1	4
C/C(=N\NC(=O)c1c(Cl)cnn1C)c1ccc(NC(=O)c2ccc(Br)o2)cc1	-10	3
O=C(NCCNCC(O)COc1ccc(O)cc1)N1CCOCC1 (configuration not stated)	-2	3
CCOc1ccc(-c2nnc(N3CCOCC3)c3ccccc23)cc1	-3	11

Among those listed so far, eight have a halogen.
SMILES	PAFAH2 FP inh	PAFAH1B3 FP inh
CCCc1cc(=O)n2[nH]cc(-c3ccc(Cl)cc3)c2n1	15	12
COc1cc(Nc2nc3c(N)cc(C(F)(F)F)cc3nc2-c2ccccc2)cc(OC)c1OC	-4	10
O=C1Nc2c(Cl)cc(Cl)cc2C1=O	13	43*
CN1C(=O)c2ccccc2N(C)C1c1ccc(F)cc1 (configuration not stated)	-5	3
COc1ccc(C(=O)/C=C2\C(=O)Nc3ccc(Br)cc32)cc1	0	8
O=S(=O)(NCCc1c[nH]c2ccccc12)c1ccc(F)cc1	5	2
O=C(COC(=O)c1cc(=O)c2ccccc2o1)Nc1c(F)c(F)c(F)c(F)c1F	0	10
C/C(=N\NC(=O)c1c(Cl)cnn1C)c1ccc(NC(=O)c2ccc(Br)o2)cc1	-10	3

(next part)
SMILES	PAFAH2 FP inh	PAFAH1B3 FP inh
O=C(Nc1nccs1)[C@@H]1CCCN1S(=O)(=O)c1ccccc1F	-4	3
CCOC(=O)N1CCC(NC(=O)C2CCC(CNS(=O)(=O)c3ccc(OC)cc3)CC2)CC1 (configuration not stated)	0	0
CCOc1ccc(NC(=O)CN(C)C(=O)c2cccc(S(=O)(=O)N3CCN(C)CC3)c2)cc1OCC	11	9
O=C(CN1CCN(S(=O)(=O)c2cc(Br)ccc2Br)CC1)NCc1ccccc1Cl	-2	2
CC1CN(C=O)CC(C)N1CCN1C(C)CN(C=O)CC1C (configuration not stated)	-1	8
Cn1ncc([N+](=O)[O-])c1C(=O)n1nnc2ccccc21	0	1
CCCCN1C[C@H](CO)Oc2cccc(F)c2S1(=O)=O	-4	0
COc1ccc(-c2nc(N)ncc2-c2ccc(OC)c(OC)c2)c(O)c1	3	1
CN(C(=O)c1cccc(NC(=O)Cc2ccc(NC(=O)C3CCN(S(=O)(=O)c4cccc([N+](=O)[O-])c4)CC3)cc2)c1)C1CCC1	-9	2
CCc1nnc(N/N=C/c2cc(C)c(C)cc2C)n1N	-8	3
CC(=O)C1CCC2C3CC(C)C4(O)CC(=O)CCC4(C)C3C(O)CC12C (configuration not stated)	-7	2
CC(C)Oc1ccccc1NC(=O)CSc1nc2ccccc2c(=O)n1C	-4	4
CCN(C(=O)CSc1ncccn1)c1c(N)n(Cc2ccccc2)c(=O)[nH]c1=O	1	1
Cc1cc(Br)c2c(c1)=C(c1sc(N3CCCCCC3)nc1O)C(=O)N=2	-2	10
CC(=O)c1ccc(OCC(=O)OCC(=O)N(CC(C)C)c2c(N)n(Cc3ccccc3)c(=O)[nH]c2=O)cc1	3	11
CCOC(=O)c1c(C)[nH]c2c1-c1ccccc1C(=O)C2=O	54*	58*
CC(Sc1nnc(COc2ccc(Cl)cc2)o1)C(=O)Nc1ccc(N2CCOCC2)cc1 (configuration not stated)	-2	-11
COc1ccc(S(=O)(=O)Nc2cccc(S(=O)(=O)N(C)C)c2)cc1[N+](=O)[O-]	2	10
CCCCn1c(N)c(N(Cc2ccccc2)C(=O)COc2ccccc2F)c(=O)[nH]c1=O	0	4
Cn1c(=O)c2c(n(Cc3ccccc3)c1=O)NC(=O)C2CC(=O)N1CCc2ccccc2C1 (configuration not stated)	8	2
COc1ccc(Br)cc1[C@H]1[C@H]2C=CC[C@@H](C)[C@@H]2C(=O)N1Cc1ccccc1	2	10
O=C1C(=Cc2ccco2)CCC1=Cc1ccco1	56*	5
COc1ccccc1N1CCN(C(=O)c2ccccc2SCC(=O)N2CCCC2)CC1	0	0
O=C(NN=Cc1ccccc1O)C(O)(c1ccccc1)c1ccccc1	0	13
COC[C@@H]1NS(=O)(=O)c2ccc(Br)cc2O[C@H]1c1ccccc1	-2	10
Next part:
SMILES	PAFAH2 FP inh	PAFAH1B3 FP inh
CC(=O)c1ccc(OCc2cn(CC(=O)c3ccc(O)cc3)nn2)cc1	-6	6
S=c1[nH]nc(-c2ccccn2)n1/N=C/c1ccc(-c2ccccc2Br)o1	10	14
CC(Sc1nnc(-c2cccnc2)n1N)C(=O)NCCC1=CCCCC1 (configuration not stated)	2	0
CC(Sc1nnc(-c2cccnc2)n1N)C(=O)Nc1ccc2c(c1)OCCO2 (configuration not stated)	2	8
Cc1c(Cl)cccc1NC(=O)CCN1CCN(CCO)CC1	2	3
O=c1[nH]c(=O)n(C2OC(CO)C(O)C2O)cc1N1CCOCC1 (configuration not stated)	1	4
O=[N+]([O-])c1cc2oc3c(c2c(C=NCc2ccncc2)c1O)CCCC3	37*	26*
COc1ccc2c(COC(=O)c3ccc(C)c(S(=O)(=O)N4CCOCC4)c3)cc(=O)oc2c1	-1	1
COc1cc2c(cc1OC)/C(=C/C(=O)c1ccccc1F)NCC2	5	10
Cc1ccc(S(=O)(=O)N2CCCCC2)cc1NC(=O)COC(=O)CN1C(=O)NC2(CC(C)CC(C)(C)C2)C1=O (configuration not stated)	17	10
COc1ccc(NC(=O)c2ccc(NC(=O)CN3CCN(c4ccc(O)cc4)CC3)cc2)cc1	-3	7
O=C(NNS(=O)(=O)c1ccc(Br)cc1)c1csnn1	6	7
CC1CCCCC12NC(=O)N(CC(=O)Nc1ccccc1F)C2=O (configuration not stated)	6	-8
CC1CC(=Cc2ccc([N+](=O)[O-])cc2)C(=O)O1 (configuration not stated)	-7	-5
COc1ccccc1NC(=O)N(O)C1(C#N)CCCCC1	17	10
Cc1ccc(C(=O)n2nc(-n3cccc3)c3c(C)cc(C)nc32)cc1	49*	10
O=C(C(=O)c1cc(Br)ccc1O)c1cc(Br)ccc1O	13	5
Cc1c(Cl)cnc(NC(=O)COC(=O)CCC(=O)c2cccs2)c1Cl	0	-2
O=C(O)C1CC2C3CC(C(=O)O)C(C3)C2C1 (configuration not stated)	3	4
Cn1c(=O)c2[nH]c(C=Cc3ccc4c(c3)OCO4)nc2n(C)c1=O	-1	7
O=C(N/N=C/c1ccoc1)c1ccccc1Br	1	6
CC(=O)NNC(=O)c1[nH]c2ccc(Br)cc2c1-c1ccccc1	-1	7
Cc1ccc(C(=O)Nc2ccc(S(=O)(=O)Nc3ncccn3)cc2)cc1[N+](=O)[O-]	-8	5
CSc1ccc(Cl)c(C(=O)OCC(=O)N2CCN(c3ccccc3)CC2)c1	4	1
COC(=O)c1ccc(NC(=S)N2CCN(C(=O)c3ccco3)CC2)cc1	3	5
(more compounds)
SMILES	PAFAH2 FP inh	PAFAH1B3 FP inh
CN(C)C(CNC(=O)c1cccc(S(=O)(=O)N2CCN(c3ccccc3)CC2)c1)c1ccccc1 (configuration not stated)	0	4
CN1C(=O)/C(=C/C=C2\SCCN2C)N(C)C1=S	1	7
COc1cccc(C(=O)N/N=C(\C)c2ccc(NC(=O)Cc3ccccc3)cc2)c1OC	1	14
Cc1cccc(NC(=O)COC(=O)c2ccc(S(=O)(=O)N3CCCC3)cc2)c1	4	-3
CCOc1cc(/C=N/Nc2nnc(C)n2N)ccc1OC(C)=O	-7	5
Oc1ccccc1-c1n[nH]c(-c2ccccc2O)n1	1	18
C[C@H](O)[C@@H]1C(=O)N2CCc3ccc(-c4cccc(F)c4)cc3[C@@H]2C[C@@H]1N(C)S(=O)(=O)c1ccccc1	-6	5
CC(=O)Nc1ccc2c(c1)-c1ccc(F)cc1C2=O	-4	-2
O=C(CCOc1cccc(Br)c1)NNC(=O)COc1ccc(F)cc1	-6	7
CCCOc1ccc(/C=N/n2nnnc2N)cc1OC	4	2
COc1ccc(CCn2c(C)cc3c(c2=O)C(c2ccncc2)C(C#N)=C(N)O3)cc1OC (configuration not stated)	1	4
CCOC(=O)c1cccc(NC(=O)c2cc3ccccc3o2)c1	-8	-6
C/C(=N/NC(=O)c1ccc(Cn2cccn2)o1)c1cccc(NC(=O)c2ccncc2)c1	0	7
CC(C)(C)OC(=O)N(CCc1ccccc1)Cc1ccccc1OCc1cccc(NC(=O)C2CCC2)c1	-21	-6
COc1cccc(C(=O)N2CCN(C3CCC(c4ccccc4)CC3)CC2)c1 (configuration not stated)	0	8
O=C(COC(=O)c1ccc(NS(=O)(=O)c2cccs2)cc1)Nc1nc2c(F)c(F)c(F)cc2s1	-29	-32
Cc1ccc(SCC(=O)N2CCN(c3ccc(F)cc3)CC2)cc1	0	0
Cc1cccc(COc2ccc(S(=O)(=O)N3CCOCC3)cc2[N+](=O)[O-])c1	7	5
CCc1ccc(CN(C)C(=O)C2=CC=CN3CCS(=O)(=O)N=C23)cc1	-1	10
CCCNc1ncnc2[nH]ncc12	-7	5
Cc1nc(CSc2nsc(/C=C/N(C)C)c2C#N)cs1	0	-5
c1ccc(C2OCCN2c2ccccc2)cc1 (configuration not stated)	1	12
COc1ccc(NS(=O)(=O)c2cccc(C(=O)NCC(c3ccc(OC)cc3)N3CCCCC3)c2)cc1 (configuration not stated)	-10	4
COC(C[C@H](O)[C@@H](C)[C@@H](O)COCc1ccccc1)OC	-4	16
CCOC(=O)COc1ccc2c(c1)c(C(C)=O)c(C)n2-c1ccccc1	4	-6

Single records, as listed above. Order of screens: PAFAH2 FP inh	PAFAH1B3 FP inh
Cc1nc(CSc2nsc(/C=C/N(C)C)c2C#N)cs1 is entered as 0	-5
CN1C(=O)/C(=C/C=C2\SCCN2C)N(C)C1=S is entered as 1	7
Cc1cccc(COc2ccc(S(=O)(=O)N3CCOCC3)cc2[N+](=O)[O-])c1 is entered as 7	5
CN(C)C(CNC(=O)c1cccc(S(=O)(=O)N2CCN(c3ccccc3)CC2)c1)c1ccccc1 (configuration not stated) is entered as 0	4
COc1ccc(CCn2c(C)cc3c(c2=O)C(c2ccncc2)C(C#N)=C(N)O3)cc1OC (configuration not stated) is entered as 1	4

(further entries)
SMILES	PAFAH2 FP inh	PAFAH1B3 FP inh
CC(=O)N(Cc1ccc(F)cc1)C1=C(NCc2ccccc2)C(=O)c2ccccc2C1=O	8	42*
O=C(O)/C(=C/c1ccc(Cl)c([N+](=O)[O-])c1)c1ccc(S(=O)(=O)N2CCCCC2)s1	17	14
Cc1ccc(C(=O)NCC(=O)N2CCCN(S(=O)(=O)c3ccc(C)cc3)CC2)cc1	4	2
O=C1O[C@H](CO)[C@@H](O)[C@H](O)[C@H]1O	7	1
CCOc1ccc(NC(=O)Cn2ncc3ccccc32)cc1	-8	6
CC1CCN(S(=O)(=O)c2ccc3nc(-c4ccccn4)cc(C(=O)NCCN(C)Cc4ccccc4)c3c2)CC1	1	5
CCN(CC(=O)NCc1cccs1)C(=O)c1cccc(S(=O)(=O)Nc2ccc(F)cc2)c1	-3	4
O=C(N/C(=C\c1ccc(-c2ccccc2)o1)C(=O)N1CCOCC1)c1ccccc1	5	7
c1ccc(CNc2nc(-c3cccnc3)nc3ccccc23)cc1	3	5
O=[N+]([O-])c1cccc(/C=N/N=C\c2ccccc2)c1	3	5
O=C(OCCN1CCCC1)C1(c2ccccc2)CCCC1	3	13
CCOc1ccc(NC(=O)COc2ccc(N3CC(C(N)=O)CC3=O)cc2)cc1 (configuration not stated)	-1	-4
O=C(O)c1cccc2c1Oc1ccccc1S2(=O)=O	-2	7
CCc1ccccc1NC(=O)CN1CCN(CC(=O)Nc2ccc3c(c2)OC2(CCCCC2)O3)CC1	-7	2
CCCN1CCC(=O)N([C@H](CSc2ccc(C)cc2)CC(C)C)CC1	9	6

Screening data deposited in PubChem BioAssay by The Scripps Research Institute Molecular Screening Center.

This is a subset. The share of hits here may be higher or lower than overall.
